Compound activity as filed in PubChem.
Rv3671c inh – Rv3671c (M. tuberculosis) protease inhibition; inhibition, % at 5.96 µM; P9WHR9; 0.048% of 320,000 active; in the data active = inhibition above about 38%;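 note: extracellular domain of Rv3671c used as enzyme; 0% = enzyme with DMSO and 100% = no enzyme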
Target sequence (P9WHR9 whole entry, looked up, the tested form may be a part): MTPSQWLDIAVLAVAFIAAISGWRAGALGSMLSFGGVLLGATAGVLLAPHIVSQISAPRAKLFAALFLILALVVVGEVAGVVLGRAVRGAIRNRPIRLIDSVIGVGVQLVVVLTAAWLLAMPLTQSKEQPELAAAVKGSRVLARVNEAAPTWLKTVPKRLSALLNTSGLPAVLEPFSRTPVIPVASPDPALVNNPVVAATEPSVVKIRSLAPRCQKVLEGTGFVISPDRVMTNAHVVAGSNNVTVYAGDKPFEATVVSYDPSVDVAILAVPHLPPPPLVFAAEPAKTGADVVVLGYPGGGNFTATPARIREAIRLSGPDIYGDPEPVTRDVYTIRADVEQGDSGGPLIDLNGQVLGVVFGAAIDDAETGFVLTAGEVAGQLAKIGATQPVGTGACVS
MazF activator – increases E. coli MazEF RNase cleavage of RNA; P0AE70; FAM/BHQ RNA-DNA oligo cleavage fluorescence, 5 h; activation, % at 20 µM; 0.32% of 350,000 active; AID 504720; in the data active = activation above about 50%
BoNT F protease – inhibitors of Botulinum neurotoxin F light chain protease; inhibition, % at 10 µM; Multiplex microsphere protease cleavage assay, flow cytometry; 0.22% of 360,000 active; AID 588497; in the data active = inhibition above about 35%, passing the limit was not always enough; inconclusive = no clear call, values can overlap the other calls; note: plate controls were buffer without enzyme for full effect and enzyme alone for no effect
FadD28 FP inh – blocks FadD28 binding to the bisubstrate probe | fluorescence polarization | inhibition, % at 12.5 µM | 0.22% of 360,000 active | AID 588549; in the data active = inhibition above about 8.5%, passing the limit was not always enough; inconclusive = no clear call, values can overlap the other calls
FBA Mtb inh – inhibitors of M. tuberculosis fructose-bisphosphate aldolase. P9WQA3. purified M. tuberculosis FBA, fluorescence read-out. inhibition, % at 1 µM. 2.3% of 360,000 active. AID 588726; in the data active = inhibition above about 27%;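 note: 0% = vehicle and 100% = reference inhibitor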
GDH-TPI inh – counter-screen for M. tuberculosis FBA inhibitors: GDH-TPI coupled enzymes. inhibition, % at 4.8 µM. GDH-TPI coupled enzyme counterscreen, NADH absorbance. 1.2% of 360,000 active. AID 588335;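 note: 0% = DMSO wells and 100% = wells lacking the enzyme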
BioA inh – inhibitors of Mycobacterium tuberculosis BioA enzyme; purified M. tuberculosis BioA enzyme, plate reader; inhibition, % at 9.99 µM; 0.096% of 360,000 active; in the data active = inhibition above about 40%; inconclusive = no clear call, values can overlap the other calls
DUSP3 inh – blocks human VHR1 dual specificity phosphatase. P51452. recombinant VHR phosphatase, pNPP absorbance. inhibition, % at 13.3 µM. 0.52% of 290,000 active. AID 1654; in the data active = inhibition above about 50%; note: some compounds called inactive have numbers as strong as hits
Target sequence (P51452 whole entry, looked up): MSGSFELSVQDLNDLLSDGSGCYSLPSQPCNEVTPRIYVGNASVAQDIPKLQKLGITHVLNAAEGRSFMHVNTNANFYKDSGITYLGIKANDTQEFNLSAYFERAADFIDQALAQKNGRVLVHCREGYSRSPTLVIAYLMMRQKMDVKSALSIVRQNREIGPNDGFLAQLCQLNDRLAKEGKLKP
UGM FP inh – inhibitors of M. tuberculosis UDP-galactopyranose mutase | purified UGM, fluorescence polarization probe displacement | 0.06% of 320,000 active | inhibition, % at 10 µM | P9WIQ1 | AID 504406; in the data active = inhibition above about 10%, passing the limit was not always enough; inconclusive = no clear call, values can overlap the other calls
Target sequence (P9WIQ1 whole entry, looked up): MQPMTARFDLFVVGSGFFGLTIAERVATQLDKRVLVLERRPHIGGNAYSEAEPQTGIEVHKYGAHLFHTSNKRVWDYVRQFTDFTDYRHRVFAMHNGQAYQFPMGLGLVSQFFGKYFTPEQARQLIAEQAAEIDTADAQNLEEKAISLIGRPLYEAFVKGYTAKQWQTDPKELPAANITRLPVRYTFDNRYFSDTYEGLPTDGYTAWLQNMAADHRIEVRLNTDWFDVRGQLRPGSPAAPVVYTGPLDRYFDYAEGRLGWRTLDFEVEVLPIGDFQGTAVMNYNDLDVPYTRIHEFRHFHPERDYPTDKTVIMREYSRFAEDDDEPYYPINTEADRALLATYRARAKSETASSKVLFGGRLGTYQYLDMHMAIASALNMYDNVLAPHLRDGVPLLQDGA
CCHF vOTU inh – blocks the CCHF virus ovarian tumor domain protease; CCHFV vOTU protease, Pep-AMC fluorescence; inhibition, % at 11.5 µM; 0.55% of 370,000 active; AID 651958; note: 0% = vehicle wells with enzyme and 100% = no enzyme wells
The depositor's hits bear a star; ? = inconclusive; / = no result given; & = joins results of further samples. Cut-off read from the data, not from the text of the source, unless noted: active = inhibition above about 30%; inactive = the rest.

SMILES | Rv3671c inh | MazF activator | BoNT F protease | FadD28 FP inh | FBA Mtb inh | GDH-TPI inh | BioA inh | DUSP3 inh | UGM FP inh | CCHF vOTU inh
O=C(Nc1ccccc1)OCc1cn(-c2ccc(Cl)cc2)nn1 | 1.9 | 0.6 | -0.4 | -2.6 | -4.3 | -9.8 | -1.6 | 6.2 | -2.7 | 4.8
CC1(c2cccc(Br)c2)NC(=O)N(CC(=O)NCC2CCCO2)C1=O (centres undefined) | 4.3 | 7.0 | -1.5 | / | -0.9 | 0.4 | -0.8 | / | 0.5 | -4.1
CCCS(=O)(=O)N1CCC(C(=O)N2CCC3(CC2)OCCO3)CC1 | -2.2 | 10.2 | -4.0 | -2.0 | 2.4 | 3.2 | -1.2 | -5.9 | 0.2 | 8.3
COc1cccc(NC(=O)c2nn(C)c3c2CS(=O)(=O)c2ccccc2-3)c1 | -4.5 | 10.4 | 1.7 | -4.4 | -2.4 | 8.6 | -2.5 | 3.9 | -1.5 | -9.2
CCOC(=O)[C@H]1[C@H]2COc3ccc(OC)cc3[C@@H]2N2C(=O)c3cc(OC)ccc3NC(=O)[C@@]12C | -2.2 | 10.1 | -1.7 | -1.1 | 0.3 | 6.7 | 9.8 | / | 0.2 | -7.1
CN(C)CCCNC(=O)c1cccc(-c2ccc3nncn3c2)c1 | / | / | -2.7 | -0.6 | 1.2 | 0.4 | -0.2 | / | / | 17.5
Cc1ccc(N)cc1N | 9.0 | 5.3 | -1.8 | -3.3 | -1.4 | 9.7 | -0.6 | / | 2.4 | 3.8
Cc1ccc(NC(=O)c2nc[nH]c2C(=O)NCCCNC(=O)c2[nH]cnc2C(=O)Nc2ccc(C)cc2)cc1 | -18.5 | -25.2 | -4.4 | -3.3 | 0.8 | -4.9 | 0.7 | / | -3.4 | /
C#CCCCCCCCCC(=O)NCCCC | 10.9 | -12.4 | -2.1 | -0.2 | 0.1 | -1.0 | / | 3.1 | 0.7 | 1.5
COc1ccc(N(C(=O)c2cccnc2)S(=O)(=O)c2ccc3c(c2)n(C)c(=O)n3C)cc1 | -0.1 | 3.9 | 5.7 | -2.3 | 1.2 | -8.8 | / | 5.6 | -1.7 | -7.9
CN(C)C(CNC(=O)c1cc(S(=O)(=O)N2CCOCC2)ccc1Cl)c1cccs1 (centres undefined) | / | 5.8 | -6.8 | -3.0 | -2.4 | 2.5 | 0.0 | / | / | -16.1
O=C(/C=C(O)/C=C/c1ccc(O)cc1)/C=C/c1ccc(O)cc1 | 12.1 | -151.7 | 18.8 | -1.7 | -14.9 | 13.9 | -1.5 | / | 1.2 | 8.8
COc1ccc(-c2cc(C(F)(F)F)n3nc(C(=O)N4CCN5CCCC5C4)cc3n2)cc1OC (centres undefined) | -1.2 | 7.0 | -2.7 | -1.5 | -0.2 | 11.8 | 10.6 | 13.0 | 1.7 | 10.5
CC(=O)c1ccc(N2CCN(CC(=O)N(CC(C)C)c3c(N)n(CC(C)C)c(=O)[nH]c3=O)CC2)cc1 | -8.0 | 0.4 | -5.0 | 1.9 | 0.8 | 13.9 | / | 11.1 | -0.3 | 1.4
Cc1ccccc1NC(=O)NC1(C(=O)N2CCOCC2)CCCCC1 | 0.7 | -7.9 | -0.1 | -0.5 | 6.9 | 1.2 | -0.3 | 11.1 | -3.7 | -16.8
Cc1[nH]c2ccccc2c1/C=N/NC(=S)NC(C)C | 18.4 | -1.1 | -51.4 | -1.0 | -4.2 | 37.6* | / | 12.1 | 0.7 | 11.2
CN(C)c1ccc(N=Nc2ccccc2C(=O)OCC(=O)N(C)c2ccccc2)cc1 | 5.0 | -1.8 | -5.8 | 0.6 | -8.6 | 0.8 | / | -18.5 | -1.0 | -3.0
Cc1cc(C)c2[nH]c(=O)c(CN(CC3CCCO3)S(=O)(=O)c3ccc4c(c3)OCCO4)cc2c1 (centres undefined) | 1.2 | -2.2 | 7.0 | -0.2 | 8.2 | 10.6 | -6.6 | 8.1 | -0.3 | -11.3
O=C(c1ccc2ncsc2c1)N1CCN(c2ccccc2Cl)CC1 | -8.1 | -9.8 | -3.2 | -3.2 | -2.4 | 3.0 | 0.5 | 1.5 | 1.0 | 11.2
CCCC1=C(C(=O)OCC)C(c2ccc(F)cc2)n2ncnc2N1 (centres undefined) | 8.2 | -2.5 | -13.3 | -6.4 | 0.8 | -10.5 | 3.3 | 18.2 | -2.8 | 1.3
Cc1ccc(S(=O)(=O)N2CCOCC2)cc1NC(=O)COC(=O)c1cc(=O)[nH]c2ccccc12 | -2.4 | -1.6 | 0.4 | -3.6 | 7.3 | 13.4 | -1.3 | 9.9 | -1.8 | -15.7
C[C@@H]1CN([C@H](C)CO)C(=O)CCCn2nncc2CO[C@H]1CN(C)Cc1ccccc1C(F)(F)F | / | 7.3 | -0.4 | -3.1 | -0.9 | -4.3 | 0.7&0.4 | / | / | 2.5
Cc1cc(C)c(C)c(S(=O)(=O)N2CCN(C(=O)c3ccncc3)CC2)c1C | 8.7 | -0.8 | 0.7 | -2.2 | 0.5 | 15.0 | 1.7 | / | 1.5 | -8.5
CSc1sc(C(=O)NN)c2c1C(O)CCC2 (centres undefined) | -8.7 | 1.7 | -1.1 | -5.3 | 0.2 | 14.1 | -2.2 | / | -1.9 | -4.5
N#CC(C(=O)Nc1ccccc1)=C1CCCCC1 | 9.7 | -0.5 | -7.1 | -4.6 | -1.6 | -1.9 | -1.1 | -1.4 | 1.5 | -20.1
COC(=O)CCN(Cc1ccccc1)S(=O)(=O)c1ccccc1Br | / | 2.9 | -1.5 | -1.6 | -2.5 | 7.3 | -0.5 | / | / | 12.3
Cc1ccc(Cl)cc1NC(=O)CN1CCN(C(=O)C2CCCO2)CC1 (centres undefined) | -6.4 | 7.7 | -3.6 | / | 0.7 | -5.8 | -0.3 | 0.3 | -0.9 | 7.9
O=C(NCCCn1ccnc1)C1CC(c2cccc(Br)c2)=NO1 (centres undefined) | 0.6 | -7.9 | -0.9 | -1.3 | -0.6 | 2.5 | 0.5 | 9.9 | 3.1 | 7.5
N#C/C(=C\c1cccn1S(=O)(=O)c1ccccc1)S(=O)(=O)c1ccc(F)cc1 | / | / | 1.7 | -3.5 | -2.6 | 8.2 | 3.0 | / | / | 14.2
COc1cccc(-c2cnc3c(NC(C)=O)cc(-c4ccc(C(=O)NC5CC5)cc4)cn23)c1 | / | / | 0.2 | -5.2 | -2.5 | 13.4 | -2.1 | / | / | 4.1
CCOC(=O)c1c(N)sc(C(O)(C(F)(F)F)C(F)(F)F)c1-c1ccc(F)cc1 | 5.1 | 2.3 | -17.7 | -0.4 | 1.3 | 2.7 | 4.6 | 18.9 | 2.7 | 11.8
Cc1cccc(-n2cc(C#N)c(=O)[nH]c2=O)n1 | -0.5 | 9.7 | -9.3 | -3.0 | -0.9 | -3.7 | / | 1.0 | -0.7 | -2.2
Cc1ccc2c(c1)/C(=C/c1ccc(F)cc1)C(=O)N2 | 1.1 | 9.5 | 4.1 | -0.8 | -0.8 | 17.9 | -0.2 | -19.5 | -1.0 | 16.8
CCC(=O)c1ccc(OCc2ccccc2)c(OC)c1 | 2.0 | 1.0 | -1.7 | -6.6 | -2.4 | 1.9 | / | -5.7 | -3.1 | 10.6
Cc1ccc(NC(=S)NNC(=O)c2nnn(-c3ccccc3)c2C)cc1 | -2.6 | -7.2 | -5.4 | -1.1 | 0.6 | 2.6 | / | 2.9 | 1.0 | 5.2
C/C(=N/NS(=O)(=O)c1ccc(C)cc1C)c1ccc2c(c1)OCO2 | -8.3 | 8.0 | 0.6 | 0.0 | 1.5 | 4.5 | -1.1 | 22.9 | 0.0 | 7.2
CCCCN(C(=O)C1=COCCO1)c1c(N)n(CCC)c(=O)[nH]c1=O | 1.7 | -18.2 | / | -1.6 | -1.4 | 0.3 | -1.1 | / | 3.6 | -8.5
O=C(NC1CCCCCC1)C1c2ccccc2C(=O)N1CCCN1CCOCC1 (centres undefined) | -0.9 | 30.6 | -2.2 | -2.2 | -2.0 | 10.1 | -0.8 | 11.3 | -0.5 | -7.1
Cc1ccc(-c2csc(NC(=O)Cc3cccs3)n2)cc1C | 5.8 | -11.3 | -6.0 | -3.0 | 1.5 | -8.1 | -0.7 | -5.5 | 1.5 | -7.0
NC(=O)c1ccccc1OCC(=O)Nc1ccc2c(c1)CCC2 | 0.1 | 5.6 | -1.3 | / | -4.6 | -1.1 | -1.3 | / | 1.3 | -7.3
O=C(Nc1cnc2ccccc2c1)c1cccc(-n2cnnn2)c1 | -3.4 | 7.0 | -11.3 | -5.5 | 0.8 | 1.8 | 1.7 | 16.5 | -0.1 | -3.5
NC(c1csc(NC(=O)Nc2ccccc2Oc2ccccc2)n1)c1ccccc1Cl (centres undefined) | / | / | -12.1 | -1.5 | 0.4 | 7.1 | -4.2 | / | / | 15.1
COCCNC(=O)C1(C)Cc2c(-c3ccc(NC(C)=O)cc3)ccnc2O1 (centres undefined) | / | / | -10.9 | 0.2 | 11.6 | 4.4 | 0.3 | / | / | 15.2
COc1ccccc1C(=O)CSc1nccn1C | -3.8 | -0.1 | 20.5 | -1.9 | 3.4 | 5.9 | 0.3 | 1.1 | 1.7 | -0.5
CCOC(=O)c1cccc(NC(=O)CSc2nc3ccccc3c(=O)n2CC)c1 | -1.3 | 0.2 | 3.0 | -2.2 | 4.5 | -4.8 | / | -7.7 | 1.8 | -14.8
O=C(NC(=S)Nc1ccccc1C(=O)O)c1cncc(Br)c1 | 7.5 | 3.5 | ? | -1.9 | 10.3 | -1.5 | 0.2 | 9.8 | 2.2 | 2.6
Cc1ccc(-c2csc3ncn(Cc4ccc(C(=O)O)cc4)c(=O)c23)cc1C | -11.4 | -0.8 | -2.0 | -4.4 | 1.6 | -5.4 | 1.4 | 12.1 | 2.2 | 8.0
COCCn1c(C)cc(C(=O)COC(=O)c2cccc(O)c2)c1C | 3.4 | 0.0 | -5.6 | -2.2 | 1.7 | 6.1 | / | 16.6 | -0.2 | -2.0
COc1ccc(C(=O)NCC(=O)NCC(=O)OCc2ccc(Br)cc2)cc1 | -1.7 | 2.8 | -6.9 | -2.1 | -0.1 | -5.7 | 0.0 | -7.1 | 3.0 | -7.5
CC(=O)N1c2ccc(S(=O)(=O)NCCC(=O)NCCc3cccc(C)c3)cc2CC1C (centres undefined) | -0.1 | 2.9 | 5.1 | -3.1 | 0.5 | 3.6 | -1.9 | 2.3 | 1.5 | 4.9
CSc1ccc(C2=CC(=O)C[C@H](c3ccc(Cl)cc3)C2)cc1 | -20.5 | -4.6 | -3.6 | -1.7 | 2.6 | 16.8 | 3.9 | / | -1.3 | 1.4
Cc1ccc(S(=O)(=O)N2CCC(C(=O)NNC(=O)c3ccccc3O)CC2)cc1 | 14.1 | -7.9 | 15.9 | -0.9 | 19.3 | 14.2 | -3.4 | / | 2.3 | -5.1
OCCOCCn1c(C2CCCN2c2nc(-c3ccc(F)cc3)cs2)nc2cc(C(F)(F)F)ccc21 (centres undefined) | 5.1 | 5.1 | -5.5 | -2.9 | 0.7 | 5.7 | 2.3 | / | -0.1 | 2.0

In the list so far, 4 have an aryl thioether with sulfur outside any ring.
SMILES | Rv3671c inh | MazF activator | BoNT F protease | FadD28 FP inh | FBA Mtb inh | GDH-TPI inh | BioA inh | DUSP3 inh | UGM FP inh | CCHF vOTU inh
CSc1sc(C(=O)NN)c2c1C(O)CCC2 (centres undefined) | -8.7 | 1.7 | -1.1 | -5.3 | 0.2 | 14.1 | -2.2 | / | -1.9 | -4.5
COc1ccccc1C(=O)CSc1nccn1C | -3.8 | -0.1 | 20.5 | -1.9 | 3.4 | 5.9 | 0.3 | 1.1 | 1.7 | -0.5
CCOC(=O)c1cccc(NC(=O)CSc2nc3ccccc3c(=O)n2CC)c1 | -1.3 | 0.2 | 3.0 | -2.2 | 4.5 | -4.8 | / | -7.7 | 1.8 | -14.8
CSc1ccc(C2=CC(=O)C[C@H](c3ccc(Cl)cc3)C2)cc1 | -20.5 | -4.6 | -3.6 | -1.7 | 2.6 | 16.8 | 3.9 | / | -1.3 | 1.4
